Source: PubChem BioAssay (several laboratories)
FLuc inhib CS: inhibits firefly luciferase, flagging false hits in luciferase inhibition screens. P08659. 200,000 compounds, 1.5% hits. inhibition, % at 10 µM. ATPLite firefly luciferase biochemical luminescence, 10 min. AID 1006;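 active = inhibition above about 50% when tested at 10 µM, limit read from the data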
Target sequence (P08659 whole entry, looked up): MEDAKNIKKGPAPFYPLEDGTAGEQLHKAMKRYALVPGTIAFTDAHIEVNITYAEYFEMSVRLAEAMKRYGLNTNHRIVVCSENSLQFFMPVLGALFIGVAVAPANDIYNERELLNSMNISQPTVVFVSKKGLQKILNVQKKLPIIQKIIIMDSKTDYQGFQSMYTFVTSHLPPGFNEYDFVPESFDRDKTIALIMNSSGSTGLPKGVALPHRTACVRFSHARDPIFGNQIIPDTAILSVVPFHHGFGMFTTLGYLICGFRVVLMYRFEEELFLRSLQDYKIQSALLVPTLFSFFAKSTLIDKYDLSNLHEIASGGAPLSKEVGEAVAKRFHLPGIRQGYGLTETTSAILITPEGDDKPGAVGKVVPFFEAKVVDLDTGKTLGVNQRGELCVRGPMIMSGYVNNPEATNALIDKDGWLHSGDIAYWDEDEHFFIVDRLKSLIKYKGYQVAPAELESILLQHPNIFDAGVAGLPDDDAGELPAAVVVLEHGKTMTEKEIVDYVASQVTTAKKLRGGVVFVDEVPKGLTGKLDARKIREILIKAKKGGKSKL
STAT3 blocker: reduces IL-6 driven STAT3 reporter signal | U3A cells, IL-6 STAT3-luciferase reporter, luminescence; host cell line lacks STAT1 | inhibition, % at 5.5 µM | 190,000 compounds, 0.89% hits | AID 862;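 active = inhibition above the mean inhibition across all screened compounds plus 3 SD, cut at about 44% in these data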;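 also: 0% = DMSO only wells and 100% = 100 µM nifuroxazide control wells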
STAT1 blocker: inhibitors of IFN-gamma induced STAT1 signaling; NIH 3T3 STAT1-luciferase reporter, luminescence; inhibition, % at 5.5 µM; 200,000 compounds, 0.35% hits; AID 920;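 active = inhibition above a set limit, the mean inhibition across all tested compounds plus 3 SD, cut at about 34% in these data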;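 also: 0% = IFN-gamma with DMSO and 100% = IFN-gamma with 300 µM nifuroxazide; values of inactives mirror those of a sister screen read the other way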
NF-kB neuron act: raises NF-kB expression in human neuronal cells; NF-kB reporter expression; hits give high values; fold change at 12.5 µM; 190,000 compounds, 1.6% hits; AID 1239; in the data active = fold change above about 3.3
APP 5'UTR act: APP 5'UTR luciferase reporter activation; SH-SY5Y APP 5'UTR luciferase reporter, luminescence; zero percent = DMSO vehicle wells; activation, % at 2 µM; 190,000 compounds, 1% hits; AID 1276;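 active = activation above a set limit, based on mean plus 3 SD of controls, cut at about 140% in these data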; also: values of inactives mirror those of a sister screen read the other way
FLuc stim CS: affects firefly luciferase, flagging false hits in luciferase stimulation screens. P08659. ATPlite luciferase biochemical, luminescence, 10 min; 0 = ATP-free wells, 1 = DMSO control. activation factor at 10 µM. 200,000 tested, under 10 active. AID 1027;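 active = luciferase activation factor, scaled between plate controls, of at least 2 with compound at 10 µM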
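test system = cell-free luciferase reagent | medium = PBS as buffer for the ATP substrate | dosing = test compounds dosed from 2 mM stocks in 100% DMSO | incubation = 10 min at ambient temperature | detection = luminescence measurement of luciferase light output | benchmarks = low control with PBS replacing ATP, high control enzyme plus ATP without compound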
STAT1 activator: STAT1 signaling activation; 200,000 compounds, 2.6% hits; NIH 3T3 STAT1-luciferase reporter, IFN-gamma, luminescence; 100% = IFN-gamma alone, no compound; activation (% of control), % at 5.5 µM; AID 932;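 active = activation above the screen-wide mean activation plus 3 SD, cut at about 130% in these data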;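 also: raw ratio to IFN-gamma control signal so 100% means no change and 0% no light; values of inactives mirror those of a sister screen read the other way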
STAT3 act: increases IL-6 driven STAT3 reporter signal; U3A cells, IL-6 STAT3-luciferase reporter, luminescence; 100% = signal with IL-6 EC80 alone; activation (% of control), % at 5.6 µM; 190,000 compounds, 0.91% hits; AID 871;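 active = activation above the screen-wide mean of compound activation plus 3 SD, cut at about 130% in these data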;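 also: 0% = background luminescence of wells with medium and substrate only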
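system = STAT3-luciferase reporter U3A cells | reagent = IL-6 stimulus at 33 ng/mL final | timing = 1 h compound pre-exposure, 6 h IL-6 stimulation, 37 °C | measured by = luminescence | evaluation = % activation versus median of IL-6-stimulated wells | control set = IL-6-only wells as 100% reference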
APP transl inh: APP translation inhibition; SH-SY5Y APP 5'UTR-luciferase reporter, luminescence; inhibition, % at 2 µM; 190,000 compounds, 0.82% hits; AID 1285;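 active = inhibition above a set limit, derived from the sample mean plus 3 SD, cut at about 45% in these data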; also: values of inactives mirror those of a sister screen read the other way
ROMK primary: human ROMK K+ channel modulation, primary screen; P48048; Tet-inducible ROMK, thallium flux fluorescence; actives lie on both sides; B-score at 10 µM; 130,000 compounds, 2% hits;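 active = signal ratio slope over the read window, or its plate-corrected B-score, at least 3 SD from the plate mean, either direction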;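 also: B-score of the F/F0 ratio slope over 7 to 12 s after thallium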
Target sequence (P48048 whole entry, looked up): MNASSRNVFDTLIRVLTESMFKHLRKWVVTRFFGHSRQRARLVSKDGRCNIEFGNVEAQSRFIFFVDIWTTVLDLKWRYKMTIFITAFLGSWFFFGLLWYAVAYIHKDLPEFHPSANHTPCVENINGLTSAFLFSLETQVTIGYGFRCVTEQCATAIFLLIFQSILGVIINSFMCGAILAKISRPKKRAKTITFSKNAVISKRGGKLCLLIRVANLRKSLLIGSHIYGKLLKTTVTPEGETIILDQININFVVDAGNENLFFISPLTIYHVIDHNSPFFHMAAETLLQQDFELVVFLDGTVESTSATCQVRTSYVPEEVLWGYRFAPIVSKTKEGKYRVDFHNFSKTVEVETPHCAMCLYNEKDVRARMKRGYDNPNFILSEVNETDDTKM
* marks the source's active call; other numbers are inactive results; . = no result given.

SMILES	FLuc inhib CS	STAT3 blocker	STAT1 blocker	NF-kB neuron act	APP 5'UTR act	FLuc stim CS	STAT1 activator	STAT3 act	APP transl inh	ROMK primary
Cc1ccc(-n2c3c(cc(C(=O)N4CCN(C)CC4)c2=O)C(=O)CC(C)(C)C3)cc1	-5	5	-10	1.3	-3	1	108	101	3	.
Cc1cc(C)nc(NC(=O)/C=C/c2cccs2)c1	41	21	-18	1.6	46	0.6	116	92	-46	.
CS(=O)(=O)NCCSc1nnnn1-c1ccccc1	-8	-6	-3	1	-13	1.1	98	108	13	.
CCN(CCCNC(=O)CSc1cc(=O)n(C)c2cc(Cl)ccc12)Cc1ccccc1	0	5	-5	0.85	-11	1	103	97	11	-0.93
Cc1nc(Sc2nnnn2-c2ccccc2)c(C#N)c(C)c1C	-3	6	5	1.3	8	1	95	102	-8	.
COc1ccc(-c2ncc3ccccn23)cc1OC	8	-1	-2	0.61	9	0.9	102	102	-9	.
CCOc1ncccc1C(=O)N1CCN(S(=O)(=O)c2ccc(Br)cc2Cl)CC1	-1	-3	-5	0.97	-24	1	103	104	24	-0.044
CCCCCC(=O)N1CCN(CCN=CC2=C(O)CC(c3ccco3)CC2=O)CC1 (stereo unspecified)	-8	2	-14	0.97	-9	1.1	113	103	9	.
Cc1nn(C)c(Cl)c1NC(=O)OCc1ccc(Cl)cc1Cl	-6	51*	21	0.67	-11	1.1	81	64	11	.
CCOc1ccc(CN(C(=O)c2oc3ccccc3c2C)C2CCS(=O)(=O)C2)cc1 (stereo unspecified)	-6	8	0	0.92	2	1.1	100	96	-2	.
CCN1C(=O)C(CC(=O)N2CCN(C(c3ccccc3)c3ccccc3)CC2)N(CC)C1=O (stereo unspecified)	-6	-1	4	1.1	4	1.1	94	102	-4	-1.3
CCC(=O)NCC(c1ccco1)N1CCN(c2ccc(OC)cc2)CC1 (stereo unspecified)	-5	14	2	0.89	1	1	97	97	-1	1.2
CC(=O)NC1C(Oc2cccc(C)c2)OC2COC(c3ccco3)OC2C1O (stereo unspecified)	-5	0	-5	1.2	0	1.1	104	98	0	0.13
O=C(NC12CC3CC(CC(C3)C1)C2)c1ccccc1O	7	8	-1	1	14	0.9	100	98	-14	.
CCCCCCN=C(C)C1=C(O)C(C(=O)OC)C(C)(C)CC1=O (stereo unspecified)	-1	1	-2	0.92	0	1	102	102	0	.
Cc1ccc(OC(=O)Cn2c(C(F)(F)F)nc3ccccc32)cc1	-9	15	6	1.5	16	1.1	95	92	-16	.
Cc1ccc2oc(=O)c3cc(C(=O)NCCCN4CCc5ccccc5C4)sc3c2c1	-4	-8	5	0.81	-5	1	96	107	5	-0.56
CCC1C(C#N)=C(SC)NC2=C1C(=O)CC(C)(C)C2 (stereo unspecified)	-5	0	1	1	-10	1.1	99	102	10	-0.092
COc1ccc(Br)cc1/C=C/C(=O)NCC(=O)O	-3	-10	-2	1	-10	1	101	110	10	0.034
Cn1c2ccc(F)cc2c2ncn(CCN3CCOCC3)c(=O)c21	-4	6	-4	1.1	17	1	104	97	-17	.
O=C(C1CCCN(Cc2ccccc2C(F)(F)F)C1)N1CCCCC1 (stereo unspecified)	-10	0	1	1	20	1.1	99	104	-20	.
Cc1cc(C)n2ncc(C(=O)Nc3ccc(Cl)c(Cl)c3)c2n1	-6	8	-20	1.2	28	1.1	119	98	-28	1
O=C(COC(=O)c1cc[n+]([O-])cc1)Nc1ccc([N+](=O)[O-])cc1	-7	4	-3	0.87	-7	1.1	102	103	7	1.4
O=C(N/C(=C/c1cccs1)C(=O)N1CCCCCC1)c1ccccc1	-1	1	-7	0.9	-11	1	107	102	11	-0.078
CCOC(=O)N1CCC(NC(=O)CCN2C(=O)C3C4C=CC(C4)C3C2=O)CC1 (stereo unspecified)	-4	3	-1	1.2	-3	1	103	103	3	.
Cn1nnnc1SCC(=O)N1CCN(Cc2ccccc2)CC1	0	3	-8	1.5	-1	1	108	102	1	.
c1ccc(-c2nnc(CSc3ccc4c(c3)OCCO4)o2)cc1	-6	14	0	1	-6	1.1	100	90	6	-1.9
Cc1cccc(-n2cc3c(=O)n(C)c(=O)n(C)c3c2)c1	-2	25	-10	1.2	11	1	109	82	-11	-0.12
CCC(C)NC(=O)C1CCCN(S(=O)(=O)c2ccc(-n3cnnn3)cc2)C1 (stereo unspecified)	-10	12	2	1.2	5	1.1	99	94	-5	.
O=C(O)COc1cccc2ccccc12	0	-9	6	0.92	-12	1	94	113	12	0.2

Record cards, from the list above.
`CCCCCC(=O)N1CCN(CCN=CC2=C(O)CC(c3ccco3)CC2=O)CC1` (stereo unspecified) is listed with FLuc inhib CS: -8; STAT3 blocker: 2; STAT1 blocker: -14; NF-kB neuron act: 0.97; APP 5'UTR act: -9; FLuc stim CS: 1.1; STAT1 activator: 113; STAT3 act: 103; APP transl inh: 9; ROMK primary: .
`CS(=O)(=O)NCCSc1nnnn1-c1ccccc1` is listed with FLuc inhib CS: -8; STAT3 blocker: -6; STAT1 blocker: -3; NF-kB neuron act: 1; APP 5'UTR act: -13; FLuc stim CS: 1.1; STAT1 activator: 98; STAT3 act: 108; APP transl inh: 13; ROMK primary: .

(continued)
SMILES	FLuc inhib CS	STAT3 blocker	STAT1 blocker	NF-kB neuron act	APP 5'UTR act	FLuc stim CS	STAT1 activator	STAT3 act	APP transl inh	ROMK primary
CCOC(=O)CSc1nc(N)c(C#N)c(-c2ccc(OC)cc2)c1C#N	-6	17	0	0.87	13	1.1	100	90	-13	0.11
COc1cc(CNc2ccc(N3CCCC3)cc2)ccc1OCc1ccccc1	35	-31	-24	1.1	84	0.7	121	134*	-84	.
O=C(O)C1CSC(c2ccccc2)N1C(=O)c1ccco1 (stereo unspecified)	-6	12	7	0.89	-50	1.1	93	96	50*	0.83
Cc1ccc(-n2c3c(cc(C(=O)O)c2=O)C(=O)CC(C)(C)C3)cc1	-2	1	4	1.2	3	1	96	103	-3	.
COC(=O)c1cccc(NC(=S)N2CCCCC2)c1	-1	15	2	1	3	1	98	92	-3	0.1
COc1cccc(CNC(=O)CCC2CCCN(c3cc(C)nc(N(C)C)n3)C2)c1 (stereo unspecified)	-2	1	11	1.1	11	1	89	103	-11	0.18
Cc1c(NC(=O)C(C)OC(=O)COc2ccccc2)c(=O)n(-c2ccccc2)n1C (stereo unspecified)	0	3	-2	1.1	-6	1	100	103	6	-0.87
Cc1cccc(NC(=S)NCCC(C)C)c1	4	-1	-2	1	6	1	102	103	-6	0.48
COc1ccc(OC)c(C(=O)CN2CCN(S(=O)(=O)c3ccc(Br)cc3)CC2)c1	-2	20	2	1.1	10	1	98	88	-10	.
Cn1cccc1CNC(=O)Nc1ccc(Cl)cc1	7	12	-18	1.1	.	0.9	117	95	.	.
Cc1ccc(C)c(SCC(=O)Nc2cc(C)nn2-c2ccc(F)cc2)c1	-3	0	6	1	18	1	95	100	-18	.
CCN(CC)P(=O)(C(NC(=O)OC)C(F)(F)C(F)(F)C(F)(F)C(F)F)N(CC)CC (stereo unspecified)	-7	8	7	1.1	-2	1.1	93	96	2	-0.013
CCOCc1[nH]c(=S)[nH]c(=O)c1Cc1ccc(OCC(C)C)cc1	-6	7	6	1.2	-12	1.1	94	101	12	0.29
CCOC(=O)C1CCN(c2c(N(C)Cc3ccco3)c(=O)c2=O)CC1	-4	-2	-6	1.1	-5	1	105	106	4	.
CN(C(=O)COC(=O)C1CCN(S(=O)(=O)c2cccs2)CC1)c1ccccc1	-8	1	4	1.1	6	1.1	96	104	-6	0.06
Cc1cccc2cc(CN(Cc3ccc4c(c3)OCO4)Cc3nnnn3C3CCCC3)c(=O)[nH]c12	-6	-5	-8	0.47	-11	1.1	108	105	11	0.014
CCCCN1C(C)=CC(=C2C(=O)c3ccccc3C2=O)C=C1C	77*	71*	18	3.2	180*	0.2	82	43	-180	-0.12
Cc1onc(-c2ccccc2)c1C(=O)NCCN1CCOCC1	-7	21	9	0.88	6	1.1	92	87	-6	.
CCN(Cc1ccccc1)C(=O)COC(=O)CNS(=O)(=O)c1ccc(C)cc1	-5	-2	-3	0.94	-4	1.1	102	103	4	0.38
OCCn1c(CSc2nnc(-c3ccco3)n2-c2ccccc2)nc2ccc(Cl)cc21	3	-2	-2	0.9	-11	1	102	102	11	0.0028
O=C1c2ccccc2C(=O)N1CCc1csc(NNc2nc(CCN3C(=O)c4ccccc4C3=O)cs2)n1	3	-1	-1	1.1	11	1	99	109	-11	1.3
CC(C)c1ccc(NC(=O)C(c2ccccc2)N(Cc2ccco2)C(=O)CC2NC(=O)NC2=O)cc1 (stereo unspecified)	-1	4	7	0.87	5	1	94	98	-5	0.003
CCC(C)(C)n1nnnc1C(c1ccc(O)cc1)N1CCc2ccccc2C1 (stereo unspecified)	-4	2	0	0.98	2	1	99	103	-2	0.17
CCN(CC)C(=O)C1CCCN(Cc2ccc3c(c2)OCO3)C1 (stereo unspecified)	-1	5	6	1.6	-22	1	94	102	22	.

Sorted by count of non-hydrogen atoms (smallest number first): 13 of the compounds above.
SMILES	FLuc inhib CS	STAT3 blocker	STAT1 blocker	NF-kB neuron act	APP 5'UTR act	FLuc stim CS	STAT1 activator	STAT3 act	APP transl inh	ROMK primary
Cc1cccc(NC(=S)NCCC(C)C)c1	4	-1	-2	1	6	1	102	103	-6	0.48
Cn1cccc1CNC(=O)Nc1ccc(Cl)cc1	7	12	-18	1.1	.	0.9	117	95	.	.
Cc1onc(-c2ccccc2)c1C(=O)NCCN1CCOCC1	-7	21	9	0.88	6	1.1	92	87	-6	.
CCOCc1[nH]c(=S)[nH]c(=O)c1Cc1ccc(OCC(C)C)cc1	-6	7	6	1.2	-12	1.1	94	101	12	0.29
CCOC(=O)C1CCN(c2c(N(C)Cc3ccco3)c(=O)c2=O)CC1	-4	-2	-6	1.1	-5	1	105	106	4	.
Cc1ccc(C)c(SCC(=O)Nc2cc(C)nn2-c2ccc(F)cc2)c1	-3	0	6	1	18	1	95	100	-18	.
CN(C(=O)COC(=O)C1CCN(S(=O)(=O)c2cccs2)CC1)c1ccccc1	-8	1	4	1.1	6	1.1	96	104	-6	0.06
COc1ccc(OC)c(C(=O)CN2CCN(S(=O)(=O)c3ccc(Br)cc3)CC2)c1	-2	20	2	1.1	10	1	98	88	-10	.
CCN(CC)P(=O)(C(NC(=O)OC)C(F)(F)C(F)(F)C(F)(F)C(F)F)N(CC)CC (stereo unspecified)	-7	8	7	1.1	-2	1.1	93	96	2	-0.013
OCCn1c(CSc2nnc(-c3ccco3)n2-c2ccccc2)nc2ccc(Cl)cc21	3	-2	-2	0.9	-11	1	102	102	11	0.0028
Cc1cccc2cc(CN(Cc3ccc4c(c3)OCO4)Cc3nnnn3C3CCCC3)c(=O)[nH]c12	-6	-5	-8	0.47	-11	1.1	108	105	11	0.014
CC(C)c1ccc(NC(=O)C(c2ccccc2)N(Cc2ccco2)C(=O)CC2NC(=O)NC2=O)cc1 (stereo unspecified)	-1	4	7	0.87	5	1	94	98	-5	0.003
O=C1c2ccccc2C(=O)N1CCc1csc(NNc2nc(CCN3C(=O)c4ccccc4C3=O)cs2)n1	3	-1	-1	1.1	11	1	99	109	-11	1.3
